Compound activity: PubChem, several laboratories
SMARCA2 act: activators of SMARCA2 function. MG213 cells, MMTV-luciferase reporter, dexamethasone, overnight. activation, % at 9.1 µM. 370,000 compounds, 1% hits. AID 652017; in the data active = activation above about 7.8%;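 also: 0% = vehicle wells and 100% = reference activator wells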
DAX1 inh-1: blocks DAX1 repression of SF-1 activated StAR promoter | HEK293T StAR-luciferase reporter, SF-1/DAX-1 repression relief | inhibition, % at 6.8 µM | 370,000 compounds, 1.1% hits | AID 652010;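 active = inhibition above the mean over all tested compounds plus 3 SD, cut at about 3.6% in these data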;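 also: 0% = DAX-1 cells with DMSO and 100% = cells lacking DAX-1 with DMSO; higher inhibition means more luminescence from relief of DAX-1 repression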
hcDAF12 agonist: activators of H. contortus DAF-12 nuclear receptor; HEK293 hcDAF-12 lit1-tk-luc reporter, luminescence; 0% DMSO, 100% Δ7-dafachronic acid; activation, % at 6.8 µM; 370,000 compounds, 1.4% hits; AID 652067;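 active = activation above the mean of all tested compounds plus 3 SD, cut at about 5.5% in these data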;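 also: 100% = response to 3 µM Δ7-dafachronic acid high control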
proKLK7 act: proKLK7 (human) activation, primary screen; purified proKLK7, EDANS-DABCYL substrate fluorescence; 100% is mature enzyme control, 0% vehicle; activation, % at 7 µM; 370,000 compounds, 0.9% hits; AID 652039;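 active = activation above the mean of all tested compounds plus 3 SD, computed per campaign excluding outliers beyond control limits, cut at about 13% in these data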
Target sequence (P49862 whole entry, looked up): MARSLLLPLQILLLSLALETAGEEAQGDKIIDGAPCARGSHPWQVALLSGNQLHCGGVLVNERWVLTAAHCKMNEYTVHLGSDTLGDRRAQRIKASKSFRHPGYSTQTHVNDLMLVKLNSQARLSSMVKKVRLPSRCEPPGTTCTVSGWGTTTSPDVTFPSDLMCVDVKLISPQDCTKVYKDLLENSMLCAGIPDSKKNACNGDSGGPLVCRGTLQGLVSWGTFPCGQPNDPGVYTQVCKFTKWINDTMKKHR
ssDAF12 agonist: activates DAF-12 receptor from parasite S. stercoralis. HEK293 ssDAF-12/GRIP1 lit1-tk-luc reporter, luminescence; % of 3 µM dafachronic acid response. 370,000 compounds, 1% hits. activation, % at 6.8 µM;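 active = activation above the mean over all tested compounds plus 3 SD, cut at about 0.9% in these data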;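 also: 0% = DMSO-only wells and 100% = 3 µM delta7-dafachronic acid wells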
hgDAF12 agonist: agonists of H. glycines DAF-12 nuclear receptor | HEK293 GAL4-hgDAF12 UAS-luciferase reporter, agonist luminescence; normalized to butyrate control | activation, % at 6.8 µM | 370,000 compounds, 1.8% hits;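 active = activation above a cutoff set at the mean of all screened compounds plus 3 SD, cut at about 10% in these data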;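 also: 0% = DMSO wells and 100% = sodium butyrate wells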
DAX1 inh-2: inhibitors of human orphan nuclear receptor DAX1 (NR0B1); inhibition, % at 6.75 µM; 340,000 compounds, 0.99% hits; AID 504766; HEK293 Gal4-DAX1 luciferase reporter, luminescence;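 active = inhibition above the mean over all tested compounds plus 3 SD, cut at about 4.2% in these data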;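 also: 0% = DAX1-transfected cells with DMSO and 100% = empty-vector control cells with DMSO; inhibition shows as a rise in luminescence from relieved DAX1 repression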
Target sequence (P51843 207-470 limits assumed): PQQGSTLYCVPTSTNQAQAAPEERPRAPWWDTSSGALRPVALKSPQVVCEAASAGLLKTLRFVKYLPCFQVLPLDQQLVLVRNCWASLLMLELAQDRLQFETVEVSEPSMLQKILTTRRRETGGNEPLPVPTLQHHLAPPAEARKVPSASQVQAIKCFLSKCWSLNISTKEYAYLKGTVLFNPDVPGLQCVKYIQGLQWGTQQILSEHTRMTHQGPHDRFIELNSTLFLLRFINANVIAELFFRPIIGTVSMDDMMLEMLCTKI
GC-B act: GC-B (human) receptor activation; HEK293-GC-B cells, CNP EC30, cGMP TR-FRET; 0% at EC30 CNP, 100% saturating CNP; activation, % at 10 µM; 370,000 compounds, 0.11% hits;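 active = activation at 10 µM reaching about 35% in either raw or pattern-adjusted values, limit read from the data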
NPR1 activator: GC-A (human) enzyme activation; AID 1671463; 370,000 compounds, 0.14% hits; activation, % at 10 µM; HEK293 GC-A cells, cGMP TR-FRET, EC30 ANP; 0% at EC30 ANP, 100% saturating ANP; P16066; in the data active = activation above about 40%
GAA850 FXN act: increases GAA850 frataxin promoter reporter activity | HEK293 lucGAA850 FXN promoter luciferase reporter, 24 h; percent of 10 µM SAHA response | activation, % at 6 µM | 360,000 compounds, 0.56% hits;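 active = activation above the average of all compounds screened plus 3 SD, cutoff fixed separately per campaign, cut at about 7.5% in these data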;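 also: 0% = DMSO wells and 100% = 10 µM SAHA wells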
sPLA2-III inh: Inhibits HGIII-sPLA2 liposome hydrolysis, primary screen; Q9NZ20; QFRET BODIPY PC-A2 liposome hydrolysis, fluorescence; inhibition, % at 12.2 µM; 370,000 compounds, 0.56% hits; AID 743126;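 active = inhibition above mean plus 3 SD of compounds lying within the high and low control bounds, cut at about 19% in these data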;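 also: 0% = median of test compound wells and 100% = no enzyme DMSO wells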
Target sequence (Q9NZ20 whole entry, looked up): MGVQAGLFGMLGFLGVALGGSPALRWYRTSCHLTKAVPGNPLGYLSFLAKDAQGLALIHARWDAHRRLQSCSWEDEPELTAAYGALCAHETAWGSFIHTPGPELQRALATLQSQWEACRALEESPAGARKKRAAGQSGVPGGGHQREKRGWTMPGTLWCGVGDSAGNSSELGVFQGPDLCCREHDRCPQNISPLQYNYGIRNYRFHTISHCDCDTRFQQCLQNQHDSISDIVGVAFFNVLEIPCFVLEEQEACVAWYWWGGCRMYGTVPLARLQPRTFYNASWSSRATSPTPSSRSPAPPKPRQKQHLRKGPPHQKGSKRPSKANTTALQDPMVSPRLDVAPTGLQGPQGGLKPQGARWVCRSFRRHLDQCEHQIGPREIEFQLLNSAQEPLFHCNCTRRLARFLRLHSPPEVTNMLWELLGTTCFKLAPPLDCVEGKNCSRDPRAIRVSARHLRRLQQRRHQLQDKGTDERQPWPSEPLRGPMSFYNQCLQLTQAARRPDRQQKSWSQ
Numbers without * were called inactive; · = no result given.

| # | SMILES | SMARCA2 act | DAX1 inh-1 | hcDAF12 agonist | proKLK7 act | ssDAF12 agonist | hgDAF12 agonist | DAX1 inh-2 | GC-B act | NPR1 activator | GAA850 FXN act | sPLA2-III inh |
| --- | --- | --- | --- | --- | --- | --- | --- | --- | --- | --- | --- | --- |
| 1 | CC(=O)C(Cc1ccccc1)NC(=O)COc1ccc2c(c1)OCO2 (stereo not given) | 0.3 | 0.7 | 1.1 | 0.0 | -1.2 | 1.5 | -0.8 | 3.0 | -3.3 | 1.5 | -6.3 |
| 2 | Cc1c[nH]c2cccc(-c3cccc4ccccc34)c12 | -1.6 | 0.7 | 0.3 | 0.0 | -0.7 | 2.0 | · | -9.4 | -2.1 | · | -17.4 |
| 3 | C=C1CN(Cc2ccccc2)S(=O)(=O)c2ccccc21 | 1.5 | -0.3 | 0.1 | 0.4 | -1.4 | 1.4 | 1.2 | 0.9 | -0.4 | 2.0 | 6.4 |
| 4 | CC(=O)CC[C@@H]1CC[C@]2(CCCN(C(=O)c3ccccc3)C2)O1 | -0.7 | 0.1 | 1.0 | 0.1 | -1.0 | 2.4 | · | -9.1 | -2.7 | · | 0.0 |
| 5 | O=c1oc2ccccc2nc1/C=C(O)/C=C\c1ccccc1 | 3.8 | -0.1 | 2.5 | -1.7 | 0.5 | 0.7 | -0.9 | -4.8 | 3.9 | 0.6 | -6.3 |
| 6 | Cc1nn(-c2ccccc2)c(N)c1Sc1ccc([N+](=O)[O-])cc1 | -1.6 | -1.5 | 0.2 | -0.1 | -1.4 | 4.1 | 0.0 | 2.1 | 0.7 | 0.6 | -3.1 |
| 7 | COc1ccc2c(c1OC)C(=O)OC2CC(=O)c1ccc(O)c(O)c1 (stereo not given) | 0.8 | -0.3 | -2.2 | 0.5 | -1.3 | 1.7 | 0.5 | -4.8 | 1.9 | -1.7 | -1.9 |
| 8 | CC1CCN(S(=O)(=O)c2cccc(C(=O)Nc3nncs3)c2)CC1 | 1.6 | 0.4 | -0.6 | 0.3 | -0.8 | 1.3 | 0.5 | 0.0 | 1.4 | 0.6 | -9.0 |
| 9 | C=CCn1c(C)c(C(=O)OCC)c2cc(O)c3ccccc3c21 | -2.7 | 0.0 | -1.5 | -0.5 | -0.7 | -1.7 | 0.2 | 7.5 | -0.5 | 4.6 | -21.3 |
| 10 | CCOc1cc(/C=N/NC(=O)CN2CCOCC2)ccc1OCc1ccc(Cl)cc1 | -0.1 | -0.5 | -0.9 | 0.4 | -0.7 | -0.4 | 0.9 | 7.3 | 1.3 | -1.4 | -0.4 |
| 11 | Cc1ccc(CCN2CC(C(=O)NCc3ccc4c(c3)OCO4)CC2=O)cc1 (stereo not given) | 3.5 | 0.3 | -1.7 | -0.5 | -1.3 | 3.2 | 0.5 | -4.4 | -2.3 | -2.0 | 4.3 |
| 12 | COc1ccc(-c2nnc(SCC(=O)Nc3nncs3)o2)cc1 | 4.1 | 0.8 | -0.6 | 0.0 | -1.0 | 2.8 | 0.9 | -2.0 | -2.0 | -3.3 | 2.7 |
| 13 | CCOC(=O)N1CCN(S(=O)(=O)Cc2ccccc2)CC1 | -1.9 | -0.3 | -0.1 | -0.1 | -1.3 | -0.1 | -0.1 | 6.1 | 5.8 | 1.3 | -5.9 |
| 14 | COc1ccc(S(=O)(=O)N2CCOC2CNC(=O)C(=O)NCCc2c[nH]c3ccccc23)cc1 (stereo not given) | -0.3 | -1.9 | -2.8 | 0.3 | -1.7 | -1.6 | 0.1 | 0.5 | 1.6 | -2.0 | -83.0 |
| 15 | O=Cc1c(F)cccc1N1CCCC1 | -2.3 | 0.5 | -0.6 | -0.1 | -0.7 | -2.7 | 3.0 | 6.2 | -0.2 | -0.2 | 1.4 |
| 16 | COC(=O)C(Cc1ccc(OC(=O)c2ccc(Cl)cc2)cc1)N1Cc2ccccc2C1=O (stereo not given) | 3.5 | 1.5 | 4.2 | 0.4 | 0.1 | 10.4 | 2.2 | -0.1 | 16.1 | 2.4 | -12.4 |
| 17 | O=C(Nc1ccc2oc(-c3ccccc3)nc2c1)c1cccs1 | -1.7 | 0.4 | 1.1 | -10.1 | -0.7 | 6.9 | 3.3 | 1.7 | 11.9 | 1.7 | -23.0 |
| 18 | CCOc1ccccc1N1CC(C(=O)NNC(=O)c2ccc(F)cc2)CC1=O (stereo not given) | 1.0 | -1.2 | 1.5 | -0.6 | -1.2 | 1.4 | 0.9 | 3.9 | -0.3 | 1.8 | 4.8 |
| 19 | Clc1ccc(SCNc2ccccc2Cl)cc1 | -1.3 | 0.1 | -0.2 | -0.9 | -0.9 | -0.4 | 0.6 | 7.0 | 3.5 | 2.7 | 4.8 |
| 20 | CC(C)c1ccc(C(=O)N2CCCC(c3cc(C(=O)Nc4ccccc4Cl)no3)C2)cc1 (stereo not given) | -3.2 | 0.1 | -1.9 | 0.5 | -0.6 | 2.7 | · | 2.8 | -0.3 | -0.4 | 3.3 |
| 21 | NC(=O)N/N=C/c1cn(-c2ccccc2)nc1-c1cccs1 | 3.5 | 2.4 | 1.3 | -0.2 | -0.8 | 2.1 | 0.2 | -7.0 | -12.3 | 7.3 | -6.2 |
| 22 | Cc1ccc(NC(=O)CSc2nc(=O)n(CCCN3CCOCC3)c3c2CCCC3)c(C)c1 | -2.8 | -1.0 | -0.9 | -0.4 | -1.4 | -1.8 | -0.5 | 0.3 | 1.5 | -0.5 | 9.5 |
| 23 | CS(=O)(=O)N1CCC(Oc2cccc(C(=O)NCCCOc3cccnc3)c2)CC1 | -2.3 | -11.6 | -2.7 | 0.6 | -1.3 | -7.9 | -1.9 | -6.3 | -2.5 | 1.6 | 7.6 |
| 24 | CCS(=O)(=O)Nc1ccc2[nH]c(=O)[nH]c2c1 | 5.5 | 2.3 | -0.5 | 0.6 | -1.2 | 0.7 | 0.3 | 1.9 | 1.3 | 0.0 | -1.0 |
| 25 | CCCS(=O)(=O)N1CCN(Cc2ccccc2C(F)(F)F)CC1 | 0.3 | 0.1 | -0.6 | 0.8 | -2.0 | -0.1 | 0.0 | -0.3 | -0.5 | -0.2 | -6.5 |
| 26 | COc1ccc(-c2noc(CCCC(=O)N3CCN(c4cc(C)ccc4C)CC3)n2)cc1 | 4.4 | 1.7 | 1.1 | 0.0 | -0.4 | 6.3 | 0.9 | 1.5 | -0.9 | 1.0 | -13.0 |
| 27 | CN(C(=O)CSc1ncnc2ccccc12)C1CCCCC1 | 2.5 | 0.5 | 1.6 | -0.3 | 0.2 | 9.2 | -0.9 | -3.1 | -0.7 | 2.9 | 8.3 |
| 28 | O=C(Nc1ccc2c(c1)OCO2)c1ccc(Br)o1 | 6.0 | 2.9 | 9.0* | 0.6 | 0.3 | 13.2* | 0.9 | 2.8 | -2.6 | 6.0 | 4.3 |
| 29 | CC(C)NC(=O)c1ccc(-c2cc(C(F)(F)F)ccc2Cl)o1 | -0.6 | -0.4 | -1.7 | 0.9 | -1.5 | -3.5 | 1.1 | 0.5 | -0.5 | -0.6 | 3.3 |
| 30 | Cc1ccc(Cn2nnc(C(=O)Nc3cc(C)ccc3C)c2N)cc1 | -0.2 | -0.7 | -0.8 | -0.2 | -0.8 | -2.1 | -0.3 | -1.1 | 3.2 | 0.5 | 3.8 |
| 31 | Nn1c(SCC(=O)N2CCOCC2)nnc1-c1cc(-c2ccc(Cl)cc2)n[nH]1 | -2.1 | -0.2 | -2.1 | -0.1 | -1.0 | -0.9 | · | -4.1 | 10.9 | · | -0.2 |
| 32 | Cc1ccc(S(=O)(=O)N(OCc2ccccc2)C(C)C(=O)O)cc1 (stereo not given) | 1.0 | 0.0 | -1.9 | -0.2 | -1.5 | -1.0 | · | 0.2 | -3.0 | -0.6 | -8.1 |
| 33 | COc1cccc(CC(NC(C)=O)C(=O)NC2CCN(c3nc(C)cc(C)c3C#N)CC2)c1 (stereo not given) | 2.8 | 0.0 | -1.3 | 0.8 | -1.0 | -1.4 | -0.2 | -4.1 | -4.7 | -1.3 | -0.4 |
| 34 | Cc1cc(=O)oc(C)c1C(=O)OCC(=O)c1ccc2ccccc2c1 | -7.4 | -0.6 | -2.7 | 5.4 | -1.3 | -0.6 | -1.5 | 2.3 | 6.9 | -0.8 | -13.0 |
| 35 | COc1ccc2c(c1)c(C(=O)CN1CCOCC1)c(C)n2C | -2.1 | -0.5 | 2.3 | 0.1 | -0.8 | 2.4 | 0.1 | 4.9 | 3.2 | 1.5 | -6.5 |
| 36 | CC(=O)N1C(=O)C2(C(C#N)=C(N)Oc3cc(C)oc(=O)c32)c2ccccc21 (stereo not given) | -2.7 | -1.0 | 0.0 | -0.7 | -1.3 | 1.4 | -1.3 | 5.3 | 0.0 | 1.1 | -1.8 |
| 37 | CCN(CC)CCNc1nc2nonc2nc1NCCN(CC)CC | 1.4 | -0.1 | -1.0 | -0.5 | -0.7 | 0.5 | 1.6 | 2.4 | 16.0 | -0.1 | -1.6 |
| 38 | COc1ccc(NC(=O)c2ccc(S(=O)(=O)N3CC(C)CC(C)C3)cc2)cc1S(N)(=O)=O (stereo not given) | -2.4 | -0.4 | -0.1 | 18.3* | -1.4 | 1.0 | 0.4 | 2.8 | -0.2 | 1.5 | 3.0 |
| 39 | CCOc1cc(/C=C2\N=C3CCCCCN3C2=O)ccc1O | 3.6 | 1.5 | 1.1 | -0.2 | -0.8 | 6.2 | 0.0 | 1.0 | -6.1 | 1.0 | -19.6 |
| 40 | COC(=O)CSc1nnc2n(-c3ccc(OC)cc3)c(=O)c3c4c(sc3n12)CCCCC4 | -3.7 | 0.2 | -0.7 | 0.6 | -1.0 | -1.3 | -0.6 | 9.7 | 7.9 | 0.8 | -5.8 |
| 41 | COc1ccc(N2CCN(C(=O)CN3C(=O)NC4(CCCc5ccccc54)C3=O)CC2)cc1 (stereo not given) | -0.1 | -3.0 | -0.7 | 0.3 | -1.1 | -0.1 | -0.5 | 1.1 | 0.6 | -0.2 | -8.0 |
| 42 | CCOCCc1nnc(NC(=O)CCS(=O)(=O)c2ccccc2)s1 | -2.7 | 0.1 | -0.4 | 0.0 | -1.4 | 2.5 | 1.3 | 4.5 | 0.6 | -1.7 | -4.8 |
| 43 | O=C(O)C1CC=CCC1C(=O)NCCCN1CCCC1=O (stereo not given) | 0.0 | 0.7 | -0.8 | -0.2 | -1.2 | 0.7 | 3.0 | -3.6 | 2.7 | 0.6 | -1.4 |
| 44 | C=CCn1c(N)cc(=O)nc1SCC(=O)NC(C)c1ccccc1 (stereo not given) | 0.2 | 0.3 | -0.4 | -0.1 | -1.7 | 0.8 | -0.8 | -0.4 | 2.2 | -3.3 | 2.7 |
| 45 | NC(=O)c1ccc(NC(=O)CN2CCN(c3ccc(Cl)cc3)CC2)cc1 | 1.0 | -2.3 | 3.2 | 0.0 | -1.2 | 1.9 | 0.6 | -0.4 | 0.6 | 0.9 | 1.6 |
| 46 | CC(OC(=O)c1cccnc1Cl)C(=O)NC1CCCCC1 (stereo not given) | -0.8 | -0.5 | 0.1 | -0.1 | -1.6 | 0.8 | 2.8 | 0.0 | 0.2 | -0.2 | 11.9 |
| 47 | COc1ccc(OC)c(C2C(C(C)=O)=C(O)C(=O)N2CCc2ccc(OC)c(OC)c2)c1 (stereo not given) | 0.7 | -0.4 | -2.0 | -0.1 | -1.7 | 1.0 | 0.7 | 3.9 | 0.3 | 1.1 | -6.5 |

Not a hit list; 6.7% or so of the library scored in one or more.
